Compound activity as filed in PubChem BioAssay.
Tau fluor counter: counter-screen for tau fibril formation inhibitors | tau K18 P301L Alexa594 fluorescence, heparin fibrillization | Potency, µM (doses to about 57.7 µM), for the others: top-dose activity change, negative = decrease | 280,000 tested, 0.93% active | AID 1463; note: % is set by controls: 0 for no effect and ±100 for the full control effect; nearly all actives have a fitted effect of over 55% in size
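Human tau K18 P301L (15 uM unlabeled, 0.24 uM Alexa 594-labeled) in 100 mM sodium acetate pH 7 with 20 uM heparin, 6 hr at 37 C. ThT 30 uM added, 1 hr ambient; Alexa 594 FP and total fluorescence read at 555/632 nm.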
GAA glycogen mod: GAA glycogen-cleavage inhibition or activation | recombinant GAA, glycogen substrate, Amplex Red glucose oxidase fluorescence | AID 2100 | 300,000 tested, 0.38% active | Potency, µM (titrated, usually from 76.4 µM), without a hit: top-dose activity change, negative = inhibition, hits mostly inhibitors | P10253;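 note: 0% = full enzyme reaction and -100% = no-enzyme basal signal; the screen sought inhibitors and activators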
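Recombinant human alpha-glucosidase (4 nM final) hydrolysed bovine liver glycogen (30 ug) for 40 min at 37 C in pH 5.0 citrate/phosphate with 0.01% Tween-20. Released glucose detected by glucose oxidase/Amplex Red, Ex 573/Em 610 nm. Compounds up to 77 uM; AC50 from Hill fits.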
HTT cytoprotect: cytoprotection in Huntington HTT-Q103 PC12 cell model | 230,000 tested, 0.14% active | PC12 HTT-Q103 induced, cytoprotection, ATP luminescence, 40 h | AID 1471 | Potency, µM (doses to about 56.4 µM), for the others: cytoprotection (ATP increase), usual class: activators;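 note: % of control where 0% means no effect; nearly all actives have a fitted effect of over 45% in size; toxic huntingtin expression switched on by the ecdysone agonist tebufenozide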
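Quantitative HTS on tebufenozide-induced (100 nM) PC12 cells expressing HTTQ103 exon 1–GFP; compounds tested as a concentration series; survival measured via cellular ATP.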
Tau fibril ThT: blocks human tau fibril formation measured by thioflavin T; P10636; recombinant tau K18 P301L (four-repeat tau fragment), heparin-induced fibrillization, ThT fluorescence; Potency, µM (doses to about 57.4 µM), for inactives: top-dose activity, negative = inhibition, hits mostly inhibitors; 270,000 tested, 2.1% active; note: % is set by controls: 0 for no effect and ±100 for the full control effect; nearly all actives have a fitted effect of over 55% in size
Target sequence (P10636 561-689 P618L limits assumed): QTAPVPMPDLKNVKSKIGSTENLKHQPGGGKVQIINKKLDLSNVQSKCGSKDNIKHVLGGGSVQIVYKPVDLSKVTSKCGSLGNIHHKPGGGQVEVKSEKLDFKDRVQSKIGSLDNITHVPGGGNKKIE
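Heparin-induced (20 uM) aggregation of recombinant human K18 P301L tau, 15 uM unlabeled with 0.24 uM labeled, pH 7 acetate buffer, 6 hr at 37 C with compound. Fibrils quantified by 30 uM ThT fluorescence after 1 hr ambient incubation.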
Tau FP inhib: blocks human tau fibril formation measured by polarization. P10636. K18 P301L tau heparin fibrillization, Alexa594 FP, 6 h. Potency, µM (doses to about 57.7 µM), inactives show top-dose activity, negative = inhibition, most hits filed as inhibitors. 280,000 tested, 0.39% active. AID 1468; note: % is set by controls: 0 for no effect and ±100 for the full control effect; nearly all actives have a fitted effect of over 55% in size
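Quantitative HTS format: compounds meet 15 uM recombinant K18 P301L tau and Alexa 594-tau tracer in 100 mM sodium acetate pH 7; 20 uM heparin triggers fibrillization at 37 C over 6 hr; FP gives the signal.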
aGlu spleen mod: inhibitors or activators of human alpha-glucosidase in spleen homogenate; P10253; 240,000 tested, 0.006% active; AID 2112; Potency, µM (titrated, usually from 79.9 µM), for inactives: top-dose activity change, negative = inhibition, hits mostly inhibitors; human spleen homogenate, 4-MU-alpha-glucoside fluorescence;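 note: 0% = enzyme with vehicle and -100% = no enzyme basal signal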
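Human spleen homogenate (1 ug) incubated with compounds and 1 mM 4-methylumbelliferyl-alpha-D-glucopyranoside in pH 5.0 citrate/phosphate buffer, 37 C, 40 min. Stopped at pH 10; 4-MU fluorescence (Ex 365/Em 440 nm); AC50 by Hill fit.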
GAA inhib: alpha-glucosidase (human) inhibition | P10253 | purified human GAA, 4-MU-alpha-glucoside fluorescence | Potency, µM (series often up to 76.9 µM), for inactives: at the top dose activity change, negative = inhibition, most hits filed as inhibitors | 200,000 tested, 0.005% active | AID 1466;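 note: plate controls were uninhibited enzyme wells for no effect and no-enzyme background for full effect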
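Fluorescence at Ex 365/Em 440 nm from 4-methylumbelliferone reported enzyme activity after 20 min at room temperature. Reactions used 4 nM enzyme and 400 uM substrate at pH 5.0; curves fitted with the Hill equation.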
aGal spleen mod: inhibitors or activators of human alpha-galactosidase in spleen homogenate. human spleen homogenate, 4MU-alpha-Gal fluorescence, 40 min. 240,000 tested, 0.008% active. P06280. Potency, µM (highest dose often 80 µM), inactives show at the highest dose activity change, negative = inhibition, actives largely listed as inhibitors;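 note: 0% = enzyme with vehicle and -100% = no enzyme basal signal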
Target sequence (P06280 32-429 limits assumed): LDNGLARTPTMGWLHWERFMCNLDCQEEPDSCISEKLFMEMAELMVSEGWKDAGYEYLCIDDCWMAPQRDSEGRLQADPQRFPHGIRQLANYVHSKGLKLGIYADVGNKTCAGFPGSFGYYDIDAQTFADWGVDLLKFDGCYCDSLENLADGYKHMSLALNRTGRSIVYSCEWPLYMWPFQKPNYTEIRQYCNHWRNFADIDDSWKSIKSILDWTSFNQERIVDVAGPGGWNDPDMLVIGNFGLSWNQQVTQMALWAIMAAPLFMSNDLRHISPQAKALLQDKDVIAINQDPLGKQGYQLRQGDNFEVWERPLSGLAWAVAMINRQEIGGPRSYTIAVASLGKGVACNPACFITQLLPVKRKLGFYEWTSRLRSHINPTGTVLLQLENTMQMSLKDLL
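qHTS titration in buffer at pH 5.0. Alpha-galactosidase activity in spleen homogenate was measured via 4-methylumbelliferone release from 1 mM fluorogenic substrate after 40 min at 37C and a pH 10 stop. AC50 came from Hill fits of control-normalized data.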
Numbers without * were called inactive; ? = inconclusive; / = no result given; [ ] = another dose, or the depositor's remark. Calls come from the whole dose curve; as a rule, active = well fitted curve in the direction sought with a large enough effect; inconclusive = small, poorly fitted or top-dose-only effect, or another doubt; inactive = no such curve, though single readings can be large; an effect the other way counts as inactive or inconclusive. Potency is the fitted concentration of half-maximal effect.

smiles	Tau fluor counter	GAA glycogen mod	HTT cytoprotect	Tau fibril ThT	Tau FP inhib	aGlu spleen mod	GAA inhib	aGal spleen mod
Cc1oc(-c2cccs2)nc1CS(=O)CC(=O)NC1CCCCCC1 (stereo unspecified)	-7%	9%	0%	?	-7%	-6%	0%[15.4 µM]	-7%
COc1ccccc1N1CCN(C(=O)C2C3C=CC4(CN(Cc5ccccc5Cl)C(=O)C24)O3)CC1 (stereo unspecified)	-8%	1%	-12%	-8%	6%	-7%	-2%	-5%
O=C(COC(=O)/C=C/c1nc2ccccc2s1)Nc1ccccc1Oc1ccccc1	-6%	2%	-2%[10 µM]	?	6%	-3%	4%	-4%
CC1CCCC(NC(=O)CN(C)S(=O)(=O)c2cnc[nH]2)C1C (stereo unspecified)	0%	4%	-16%	-1%	2%	2%	-13%	-3%
O=C(Nc1cccc(F)c1)c1ccco1	-4%	5%	19%[10 µM]	-9%	-8%	2%	1%	-1%
O=c1[nH]c2c(cc1CNCCN1CCOCC1)c(-c1cccc(F)c1)nn2-c1ccccc1	-25%	-7%	-35%	-16%	7%	-6%	-1%	-5%
CCc1n[nH]c2c1/C(=N/O)CCC2	-10%	2%	12%[10 µM]	-4%	-10%	5%	-6%	3%
O=C(Cc1coc2ccc3ccccc3c12)N1CCN(c2ncccn2)CC1	-8%	-11%	20%[10 µM]	?	2%	1%	-1%	-8%
CCOn1c(=O)c(-c2cccs2)[n+]([O-])c2ccccc21	-9%	3%	-1%	-25%	-4%	1%	1%	3%
Cc1ccc(Oc2ccccc2)c(NC=O)c1	-6%	2%	-7%[10 µM]	-4%	2%	-2%	0%	-4%
O=C1OCCC1Sc1nnnn1-c1ccccc1 (stereo unspecified)	-7%	3%	5%	-9%	-14%	-6%	5%	1%
Cc1ccc(CCNC(=O)c2cccc(Nc3nc4ccccc4nc3-n3nc(C)cc3C)c2)cc1	-21%	16%[76.3 µM]	/	0%	?	/	/	/
O=C(Cn1ncc(Cl)c(Cl)c1=O)N1CCN(S(=O)(=O)c2ccc3ccccc3c2)CC1	-12%	3%	7%[10 µM]	?	-12%	-2%	-6%	4%
CCC(C)NC(=O)COC(=O)c1ccccc1OCC(=O)Nc1ccc(Br)cc1 (stereo unspecified)	-14%	4%	-43%[10 µM]	-1%	-5%	-4%	2%	-2%
O=C1CCCc2cc3c(cc21)CC1(C3)Cc2cc3c(cc2C1)C(=O)CCC3	-12%	4%	-43%[10 µM]	-10%	5%	-1%	-17%	1%
Cc1nc2cc(-c3ccccc3)nn2c(C)c1CCC(=O)NC(C)c1ccc2c(c1)OCCO2 (stereo unspecified)	-21%	-2%	/	-19%	-3%	-6%	-26%	-11%
COc1ccc(F)cc1NC(=O)C1CCN(c2nc(-c3ccc(OC)c(OC)c3)no2)CC1	?	-10%[76.3 µM]	/	-22%	-8%	/	/	/
CCOC(=O)c1c(C)[nH]c(C(=O)OCC(=O)NC(C)C)c1C	-6%	3%	-5%	-16%	-4%	5%	1%	7%
COc1cc2c(cc1OC)C(c1cccs1)CC(=O)N2 (stereo unspecified)	-3%	5%	-8%	-3%	-2%	-3%	-1%	-5%
CN1CCN(/N=C/c2nc(-c3ccccc3)n3ccccc23)CC1	-20%	1%	18%[10 µM]	?	-8%	4%	-26%	10%

Sorted by count of non-hydrogen atoms (ascending): part of the list above.
smiles	Tau fluor counter	GAA glycogen mod	HTT cytoprotect	Tau fibril ThT	Tau FP inhib	aGlu spleen mod	GAA inhib	aGal spleen mod
CCc1n[nH]c2c1/C(=N/O)CCC2	-10%	2%	12%[10 µM]	-4%	-10%	5%	-6%	3%
O=C1OCCC1Sc1nnnn1-c1ccccc1 (stereo unspecified)	-7%	3%	5%	-9%	-14%	-6%	5%	1%
COc1ccccc1N1CCN(C(=O)C2C3C=CC4(CN(Cc5ccccc5Cl)C(=O)C24)O3)CC1 (stereo unspecified)	-8%	1%	-12%	-8%	6%	-7%	-2%	-5%

Other results:
smiles	Tau fluor counter	GAA glycogen mod	HTT cytoprotect	Tau fibril ThT	Tau FP inhib	aGlu spleen mod	GAA inhib	aGal spleen mod
COC(=O)C1=C(CSCc2ccco2)NC(=O)NC1c1cc(C)ccc1C (stereo unspecified)	-8%	1%	3%	?	-13%	0%	-2%	0%
Cc1ccc(-n2cnc3c(sc4nccc(N(C)C)c43)c2=O)cc1	-1%	-16%	7%	-10%	4%	-9%	1%	-12%
O=C(Nc1ccc2c(c1)OCO2)Nc1ccc2c(c1)OCO2	-12%	-12%	/	-17%	7%	3%	0%	-1%
COc1ccc(/C=C/C(=O)Nc2sc3c(c2C(N)=O)CCCC3)cc1	-9%	1%[76.3 µM]	/	?	-14%	/	/	/
COC(=O)N1C(c2ccccc2)=Cc2ccccc2C1C1(C(=O)OC)CCCC1=O (stereo unspecified)	1%	/	-43%	6%	-3%	6%	/	1%
CC1CCN(C(=O)C2CCCN(S(C)(=O)=O)C2)CC1 (stereo unspecified)	11%	5%	3%	0%	6%	-9%	-4%	-5%
O=C(Cc1cccs1)NC1(C(=O)NC2CCCC2)CCCCC1	0%	-4%	14%[10 µM]	-4%	-2%	2%	4%	5%
Cc1nn(-c2ccc(Cl)cc2)c(=O)c2c(C)noc12	-2%	2%	19%[10 µM]	/	-1%	-4%	/	-5%
Cc1cc(NC(=O)c2ccccc2Cl)no1	-7%	1%	-37%	1%	-6%	-1%	4%	8%
O=C(Cc1sc(-c2ccccc2Cl)nc1-c1ccccc1)Nc1ccc(F)cc1	-27%	16%	-41%[inhibitor]	2%	?	10%	11%	16%
c1ccc(-c2noc(-c3cccc4ccccc34)n2)cc1	-13%	2%	-19%[10 µM]	?	-10%	-1%	-8%	-6%
O=C(COC(=O)CCc1nc2ccccc2c(=O)[nH]1)NC(=O)NC1CCCC1	6%	4%	11%[10 µM]	1%	0%	6%	5%	3%
CCCS(=O)(=O)N1CCN(C(=O)COc2ccc(OC)cc2)CC1	-6%	2%	9%	-8%	0%	0%	-3%	5%
CN(C)c1ccc(C=Nc2ccccc2C(N)=O)cc1	-17%	5%	-110%[inhibitor]	?	8%	-6%	1%	24%
CCc1ccc2ncc(C(=O)c3ccc(C)c(C)c3)c(N3CCC(C(N)=O)CC3)c2c1	-12%	-8%[76.3 µM]	/	-11%	6%	/	/	/
CCN(CC)C(=O)CCC(=O)Nc1ccc(C(=O)OC)cc1	-4%	0%	9%[10 µM]	-7%	2%	-3%	-8%	12%
COc1ccccc1OCC(=O)OCn1c(SC)nnc(C)c1=O	8%	5%	/	-6%	1%	-1%	6%	0%
O=C(COC(=O)C12CC3CC(CC(O)(C3)C1)C2)NC(=O)NCc1ccco1	-10%	12%	1%[0.074 µM]	-7%	-6%	2%	-9%	7%
CC(C)NC(=O)CNc1ccc(C(F)(F)F)cc1[N+](=O)[O-]	-8%	1%	-29%	-9%	8%	-1%	3%	-7%
CC(OC(=O)C1CCCCC1)C(=O)Nc1cccc(Cl)c1 (stereo unspecified)	-18%	2%	3%[10 µM]	3%	-5%	2%	-2%	-6%
CCOc1ccc(CN(C)CC(=O)Nc2cccc(S(=O)(=O)N(C)c3ccccc3)c2)cc1	-22%	-2%	-41%[inhibitor]	-13%	7%	-9%	-9%	-6%
CCCOC(=O)c1c(N)sc2c1CCC2	-11%	-21%	-4%	?	-3%	2%	-9%	2%
CC(=O)Nc1nc(=S)n(-c2ccccc2)[nH]1	3%	-10%	-13%	-5%	-4%	-3%	2%	-11%
Oc1cccc(C=NCc2ccccc2)c1O	?	?	-16%	7.9µM*	?	0%	0%	1%
Nn1c(SCC(=O)NC2CCCCC2)nnc1-c1ccc(Cl)cc1	-3%	5%	-2%[10 µM]	-9%	2%	0%	-4%	5%
Oc1oc(-c2ccco2)nc1C=Nc1ccccc1	-11%	-7%	-3%[10 µM]	?	5%	-2%	-8%	-4%
C[n+]1cccc(/C=N/Nc2nc(Cl)c(C#N)c(Cl)c2Cl)c1	-20%	4%	32%[10 µM]	?	-15%	-6%	/	-4%
Cc1nc(C)c(C(=O)C2=C(O)C(=O)N(CCN3CCOCC3)C2c2cccnc2)s1 (stereo unspecified)	1%	12%	-3%[0.074 µM]	-1%	6%	-22%	-11%	-26%
COc1cc(C(=O)NCCc2cn3ccc(C)cc3n2)cc(OC)c1OC	0%	3%	-14%[10 µM]	-6%	-5%	-2%	?	5%
CCCCCCCCCCOC(=O)C[N+](C)(C)C/C=C(/C)Cl	7%	1%	/	0%	16%	-9%	4%	11%
CCC1CC(/C(C)=N/NC(N)=O)OC1=O (stereo unspecified)	1%	1%	-23%	-1%	8%	4%	3%	1%
O=C(COC(=O)c1cccnc1Cl)NCc1ccc2c(c1)OCO2	-7%	-3%	1%[10 µM]	-7%	-5%	-6%	-1%	9%
Cc1[nH]n(-c2ccccc2)c(=O)c1Sc1ccc(Cl)cc1	-18%	?	-9%	-15%	-15%	-5%	?	-7%
Fc1ccccc1N1CCN(C2CCN(Cc3c[nH]c4ccccc34)CC2)CC1	-9%	-7%	-65%[inhibitor][10 µM]	-19%	-7%	8%	5%	?
COc1ccc(-n2c(N)c(C(=O)NCc3cccnc3)sc2=S)cc1	-14%	-12%	-63%[inhibitor]	-14%	-1%	3%	?	8%
CCn1cc(C(=O)NCc2ccccn2)c(=O)c2cc(S(=O)(=O)N3CCCCC3)ccc21	4%	36%	-1%[10 µM]	4%	-6%	3%	-14%	-1%
O=C(NCN1CCc2ccccc2C1)c1ccccc1	0%	-8%	0%	-2%	5%	4%	1%	2%

Grouped by structure, the entries above with two or more sulfur atoms.
smiles	Tau fluor counter	GAA glycogen mod	HTT cytoprotect	Tau fibril ThT	Tau FP inhib	aGlu spleen mod	GAA inhib	aGal spleen mod
Cc1oc(-c2cccs2)nc1CS(=O)CC(=O)NC1CCCCCC1 (stereo unspecified)	-7%	9%	0%	?	-7%	-6%	0%[15.4 µM]	-7%
COc1ccc(-n2c(N)c(C(=O)NCc3cccnc3)sc2=S)cc1	-14%	-12%	-63%[inhibitor]	-14%	-1%	3%	?	8%
